Screens as filed in PubChem BioAssay.
TDP2 absorb: blocks human TDP2 phosphodiesterase activity; hit rate 0.34% among 370,000; inhibition, % at 12.8 µM; recombinant TDP2, T5PNP hydrolysis, p-nitrophenol absorbance 415 nm; AID 720702;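 active = inhibition above the mean of all tested compounds plus 3 SD, set per campaign, cut at about 25% in these data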;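 note: 0% = DMSO with enzyme and 100% = buffer with substrate but no TDP2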
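System – recombinant human TDP2 · Amount – 120 nM TDP2 per well · Buffer or medium – Mg2+-containing Tris-HCl buffer, pH 7.5 · Reagent – T5PNP substrate, 5 mM · Dosing – 12.8 µM single point, 1% DMSO · Incubation – 2 h at 37 °C · Measured by – epi absorbance · Read-out basis – percent inhibition · Benchmarks – high control without enzyme, low control DMSO plus TDP2 · Repeats – singlicate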
PRMT1 inh: PRMT1 (human) inhibition, primary screen; Q99873; hit rate 1.3% among 370,000; inhibition, % at 2.79 µM; AID 652257; recombinant PRMT1, activity-based probe fluorescence polarization;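 active = inhibition above about 21% made by adding two undisclosed values, limit read from the data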
NPR2 activator: GC-B (human) receptor activation; hit rate 0.11% among 370,000; HEK293-GC-B cells, CNP EC30, cGMP TR-FRET; 0% at EC30 CNP, 100% saturating CNP; AID 1920062; P20594; activation, % at 10 µM;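 active = activation at 10 µM reaching about 35% in either raw or pattern-adjusted values, limit read from the data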
HTRA1 inh: blocks human HTRA1 serine peptidase | recombinant HTRA1, FP-rhodamine activity-based probe, fluorescence polarization | hit rate 0.5% among 340,000 | Q92743 | inhibition, % at 5.96 µM; in the data active = inhibition above about 36%;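 note: 0% = enzyme with DMSO and 100% = wells lacking enzyme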
Target sequence (Q92743 whole entry, looked up): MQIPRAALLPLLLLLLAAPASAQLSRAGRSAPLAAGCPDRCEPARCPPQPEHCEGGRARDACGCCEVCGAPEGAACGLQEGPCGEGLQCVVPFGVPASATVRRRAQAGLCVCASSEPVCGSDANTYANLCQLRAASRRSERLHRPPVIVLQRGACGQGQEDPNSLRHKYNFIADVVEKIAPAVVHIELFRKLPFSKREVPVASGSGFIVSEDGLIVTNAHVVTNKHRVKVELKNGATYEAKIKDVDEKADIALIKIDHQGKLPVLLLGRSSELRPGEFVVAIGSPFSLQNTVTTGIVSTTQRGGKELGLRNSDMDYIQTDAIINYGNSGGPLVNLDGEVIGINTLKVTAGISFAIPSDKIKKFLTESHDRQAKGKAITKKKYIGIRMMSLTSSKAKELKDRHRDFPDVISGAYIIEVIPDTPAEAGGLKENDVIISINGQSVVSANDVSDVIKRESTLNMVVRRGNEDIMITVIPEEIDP
SIAE primary: inhibitors of human sialic acid acetylesterase SIAE | SIAE FP-Rh probe binding, fluorescence polarization | inhibition, % at 9.66 µM | hit rate 0.69% among 370,000;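 active = inhibition above a cutoff: mean of compounds within the control limits plus 3 SD of those, cut at about 17% in these data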;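 note: 0% = plate median of compound wells and 100% = probe without SIAE protein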
TCR-CD3 inh: human TCR-CD3 binding inhibition. TAMRA-labeled TCR probe fluorescence, biochemical. inhibition, % at 9.4 µM. hit rate 0.37% among 360,000; in the data active = inhibition above about 19%;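 note: recombinant mutant TCR 2C K166C tagged with TAMRA read by polarization; 0% = receptor in buffer alone and 100% = receptor with positive control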
rCAG binder: molecules binding r(CAG) RNA repeats. r(CAG) RNA repeat, TO-PRO-1 dye displacement fluorescence. inhibition, % at 3 µM. hit rate 1.3% among 370,000. AID 651821;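 active = inhibition above the plate cutoff, the mean of all test compounds on that plate plus 3 SD, cut at about 35% in these data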;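 note: 0% = DMSO alone and 100% = 100 µM mitoxantrone as full dye displacement; higher means more dye released from RNA so lower well fluorescence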
MBD2 inh: inhibitors of human MBD2 binding to methylated oligonucleotide; TR-FRET; Q9UBB5; inhibition, % at 4.4 µM; hit rate 0.31% among 370,000; in the data active = inhibition above about 13%
Target sequence (Q9UBB5 whole entry, looked up): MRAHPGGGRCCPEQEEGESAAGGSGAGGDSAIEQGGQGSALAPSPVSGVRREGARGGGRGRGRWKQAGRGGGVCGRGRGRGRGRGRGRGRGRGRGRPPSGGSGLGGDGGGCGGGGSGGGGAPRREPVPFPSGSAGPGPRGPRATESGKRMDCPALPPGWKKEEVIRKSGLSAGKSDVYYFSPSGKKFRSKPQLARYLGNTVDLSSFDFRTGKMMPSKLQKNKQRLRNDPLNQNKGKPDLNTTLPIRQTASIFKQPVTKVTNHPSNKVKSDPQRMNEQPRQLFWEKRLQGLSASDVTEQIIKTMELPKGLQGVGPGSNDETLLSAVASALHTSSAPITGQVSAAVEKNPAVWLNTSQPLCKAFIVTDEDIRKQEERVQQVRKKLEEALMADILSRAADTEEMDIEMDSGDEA
mABHD4 FP: inhibits mouse alpha/beta hydrolase domain 4. Q8VD66. purified mABHD4, FP-Rh probe fluorescence polarization. inhibition, % at 8.92 µM. hit rate 0.54% among 370,000. AID 720543;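 active = inhibition exceeding the mean over every tested compound plus 3 SD, cut at about 30% in these data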;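 note: 0% = plate median of compound wells and 100% = S159A mutant with DMSO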
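Test system: mABHD4 protein; Read-out basis: % inhibition; Incubation: 45 min + 60 min at 25 °C; Repeats: single replicate; Technique: fluorescence polarization with parallel and perpendicular emission, 525/598 nm; Compound: 8.92 µM, single dose; Benchmarks: full inhibition S159A mutant plus DMSO, zero as sample-well median.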
LEDGF integ inh: blocks HIV-1 LEDGF/p75-dependent DNA integration; TR-FRET IN-LEDGF/p75 DNA integration, Eu/Cy5; inhibition, % at 3.7 µM; hit rate 0.64% among 370,000;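 active = inhibition above the screen-wide mean plus 3 SD, cut at about 13% in these data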;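 note: signal is the Cy5 over europium emission ratio at 671 and 618 nm; 0% = plate median of compound wells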
An asterisk follows results filed as active; / = no result given. This is a subset (hit frequency here may not be typical).

SMILES	TDP2 absorb	PRMT1 inh	NPR2 activator	HTRA1 inh	SIAE primary	TCR-CD3 inh	rCAG binder	MBD2 inh	mABHD4 FP	LEDGF integ inh
Clc1ccc(CNc2cnccn2)cc1	6.2	-3.3	0.6	3.5	-6.5	-1.4	-0.4	4.1	-4.0	1.5
O=C(CC1SC(=NCC2CCCO2)NC1=O)Nc1cccc2ccccc12 (stereo unspecified)	8.8	2.5	-8.2	2.5	-6.1	-4.4	-1.9	0.4	2.8	1.0
COC(=O)CCN(C(=O)c1ccc(N2CCCC2)c([N+](=O)[O-])c1)c1ccccn1	-6.2	0.1	-1.4	6.8	-2.8	-3.2	-5.2	-2.9	8.7	4.9
Nc1ccc2c(C(F)(F)F)cc(C(F)(F)F)nc2n1	5.7	0.1	0.1	1.6	0.2	8.4	5.9	-0.8	-1.0	-0.8
CC(=O)c1ccc(NC(=O)C2(c3ccccc3)CC2(Cl)Cl)cc1 (stereo unspecified)	0.9	-1.3	-0.1	-5.8	-6.2	6.7	-2.5	-4.8	-3.3	-1.6
CCC(=O)Nc1ccccc1C(=O)NC1CCCCC1	3.1	5.9	-0.2	-0.9	-5.5	-5.3	-2.4	-2.1	4.4	1.4
CCc1c(-c2cccc(Cl)c2)ncn1Cc1cccc(-c2ccccc2)c1	3.7	5.2	0.0	/	-12.2	-2.4	3.9	2.7	-10.7	-2.6
CN1CCN(C(=O)CCN2C(=O)/C(=C/c3ccccc3Cl)SC2=S)CC1	-0.5	9.6	4.2	-15.5	-0.3	-18.1	0.1	-6.7	-51.9	-4.0
CC1CCCCN1C(=O)COC(=O)Cc1c[nH]c2ccccc12 (stereo unspecified)	-7.2	-0.1	1.1	3.0	5.8	-0.3	0.0	-3.1	-0.4	2.3
Cc1ccc(C(=O)NCCc2cccc(Cl)c2)cc1[N+](=O)[O-]	-14.7	0.0	31.7	-4.9	5.4	0.8	4.8	2.8	-4.5	-0.8
COc1ccc(-c2ccc(CN3C(CC(C)C)C(=O)N(Cc4cn(CCC5OCCO5)nn4)CCS3(=O)=O)cc2)cc1OC (stereo unspecified)	-8.5	-8.5	4.6	-10.4	-8.4	1.4	4.5	6.2	-6.3	3.6
O=S(=O)(c1ccc(C2=CSC3=NCCN23)cc1)N1CCOCC1	10.3	23.7*	-4.1	-2.3	1.8	-4.3	5.0	1.3	7.5	-0.6
C[C@@H]1CN([C@@H](C)CO)C(=O)c2cccc(NC(=O)Nc3ccccc3)c2O[C@H]1CN(C)C(=O)Nc1cccc2ccccc12	-4.3	1.4	2.0	-34.6	-2.9	0.7	14.3	0.1	-11.4	-1.5
CCC1(C)NC(=O)N(CC(=O)N2N=C(c3ccccc3)CC2c2ccc(OC)cc2)C1=O (stereo unspecified)	-6.7	1.5	4.6	-13.5	1.7	1.3	-5.4	-3.8	-1.2	-0.1
CC(C)OC(=O)c1nnn(-c2nonc2N)c1CSc1ccccn1	8.9	-0.6	6.1	-3.0	5.2	5.3	-5.9	3.7	3.0	4.3
CC(=O)Nc1ccc(NC(=O)C2CCCN2C(=O)Nc2ccc(F)cc2)cc1 (stereo unspecified)	12.5	-2.0	1.3	1.5	-4.1	1.8	0.3	0.0	7.4	1.3
O=C(COC(=O)c1cc([N+](=O)[O-])ccc1N1CCOCC1)NCc1ccccc1	-1.1	-2.5	-1.5	4.7	0.1	-2.6	4.0	-3.3	3.8	-1.8
Cc1ccc(NC(=O)CN(C)C(=O)c2sc3cc(Cl)ccc3c2Cl)cc1	-7.7	5.0	1.2	-10.5	4.3	3.6	6.0	5.4	-7.8	-2.4
CCCCCCn1c(CN2CCN(C(=O)c3ccco3)CC2)nc2c1c(=O)n(C)c(=O)n2C	2.1	1.3	0.1	-2.0	9.3	4.2	-0.6	-4.5	6.1	-1.1
O=C(O)c1ccc(-c2noc(-c3cccc(F)c3)n2)cc1	10.8	0.6	0.7	1.0	-6.1	-1.0	1.5	3.1	3.7	0.4
Cn1nc([N+](=O)[O-])nc1Oc1ccccc1N	-12.7	2.8	1.5	9.0	-3.5	-7.3	1.2	-0.9	3.0	-5.2
CN(C)CCn1c(NCc2ccc3c(c2)OCO3)nc2ccccc21	4.4	3.8	1.7	-4.4	-4.4	-2.8	-0.3	-0.6	3.0	-7.9
COCCNC(=O)c1cc(-c2ccccc2)nn1CC1CC(c2cccnc2)=NO1 (stereo unspecified)	2.5	1.4	0.8	-6.4	-2.9	1.3	-4.7	-1.9	-0.1	1.1
CC[n+]1c(-c2ccc(C)cc2)csc1Nc1c(C)n(C)n(-c2ccccc2)c1=O	-1.5	7.9	3.7	4.3	16.3	-0.5	0.5	4.1	7.3	-2.9
COc1ccc(CC(=O)Nc2ccc(S(=O)(=O)Nc3ncccn3)cc2)cc1	3.7	-0.1	-2.6	11.8	-1.1	3.5	5.6	1.0	2.8	-1.2
O=C(NC1CC2CCC1C2)c1ccc(CN2CCOCC2)cc1 (stereo unspecified)	-7.5	-1.4	5.9	4.0	0.5	-7.8	-5.2	0.3	0.9	-1.0
CN1CCN(C(=O)c2cc(COc3c(F)cccc3F)on2)CC1c1ccccc1 (stereo unspecified)	-4.9	3.1	-0.1	-13.2	-7.1	0.4	-5.8	0.7	-4.5	0.4
O=C1CC(=O)N(c2cccc(F)c2)N1	-3.8	18.9	5.5	0.2	4.0	4.1	22.6	1.7	8.2	-3.6
CN(NS(=O)(=O)c1ccc(Cl)cc1)c1ncc(C(F)(F)F)cc1Cl	6.4	1.3	-1.7	-17.5	6.7	-5.0	-1.9	-5.4	1.7	2.0
CCN(c1ccccc1)S(=O)(=O)c1cc(C(=O)OC2CCOC2=O)ccc1C (stereo unspecified)	-6.1	1.8	1.9	3.4	4.8	-1.1	5.6	-0.3	30.7*	-1.4
Cc1ccc(S(=O)(=O)NC(CC(=O)O)c2ccco2)cc1 (stereo unspecified)	6.0	0.7	-2.3	0.1	5.4	-6.3	4.4	-2.3	-1.9	4.0
Cc1ccc(CN(C)C(=O)c2cc(Br)c(Br)s2)o1	1.2	19.9	2.1	-12.6	1.9	-5.8	6.5	4.8	6.5	-0.3
COC(=O)C1=C(C(=O)c2ccccc2)C(c2ccc(O)c(OC)c2)n2nnnc2N1 (stereo unspecified)	-6.8	-1.1	3.8	1.6	-1.3	7.0	1.4	-6.6	5.0	2.2
Cc1cc(C)n(-c2ccc(NC(=O)C3CCN(Cc4ccc(C)o4)CC3)cc2)n1	0.1	4.7	3.4	-0.1	-0.6	-15.5	-8.1	6.8	-14.2	0.5
C=CCNC(=S)NNC(=O)c1ccc(=O)n(Cc2ccc(Cl)cc2Cl)c1	-5.2	1.2	-1.3	-3.3	1.2	-3.5	7.6	3.9	5.4	-6.5
Cc1ccc(F)cc1NC(=O)COC(=O)C1CC2CCCC(C1)C2=O (stereo unspecified)	9.3	-0.7	-5.9	2.5	1.6	1.6	1.5	0.4	1.6	-4.0
COc1ccc(C(C(=O)NC(C)(C)C)N(Cc2ccc(F)cc2)C(=O)CCC(=O)Nc2cc(C)on2)cc1 (stereo unspecified)	-5.9	-1.9	-5.9	-8.9	-10.0	2.9	0.6	-1.6	-3.1	-0.1
N=c1n(CC(=O)c2ccc(Br)s2)c2ccccc2n1Cc1ccccc1	-12.8	-0.7	-0.5	-13.5	-1.9	-0.4	20.8	5.2	8.1	2.0
O=C(O)Cc1csc2ccccc12	-23.2	-1.2	4.0	6.9	-1.1	-9.6	1.8	3.6	-8.2	5.3
CC(NCC(O)COCc1ccc(Cl)cc1)c1ccccc1 (stereo unspecified)	-10.5	3.5	-4.5	1.6	-5.4	-1.6	-4.2	-2.0	-0.2	-0.5
Cc1noc(C)c1C(=O)NNc1cc(Cl)ccc1Cl	6.5	8.4	-0.6	-0.8	4.8	0.1	-1.4	-7.4	1.1	-2.9
COc1cccc(C(=O)NCCS(=O)(=O)NCCc2ccc(OC)c(OC)c2)c1	-3.5	3.1	4.3	-0.2	-1.3	-1.5	-7.5	10.1	-9.4	-1.7
O=C(Nc1nc(-c2cccs2)cs1)c1cccc(S(=O)(=O)N2CCCCC2)c1	-1.9	-1.2	4.7	-61.2	-88.6	-6.1	15.0	-1.9	-92.2	3.8
CNC(=O)CC1C(=O)N(C)C(=S)N1NC(=O)c1ccccc1 (stereo unspecified)	12.1	0.0	3.6	4.3	-1.9	-6.4	1.5	3.7	1.0	-0.2
Cc1ccc(S(=O)(=O)NCC(=O)N(CC(=O)NCC2CCCO2)c2cccc(F)c2)cc1 (stereo unspecified)	0.3	3.3	-1.1	6.5	-1.2	-6.7	-1.9	0.6	3.0	-5.0
C#CCOCCOCCOCCNc1nc(N2CCN(C(=O)[C@H]([C@@H](C)CC)n3cc(CCCCN)nn3)CC2)nc(N2CCN(C(=O)[C@H](C)n3cc(CCC(=O)O)nn3)CC2)n1	3.3	-0.9	53.0*	-1.8	-4.7	4.6	-10.0	-7.3	0.6	-0.6
Cc1ccc(N2C(=O)NC(NC(=O)C(C)(C)C)(C(F)(F)F)C2=O)cc1 (stereo unspecified)	3.5	0.8	1.3	-0.1	6.1	-3.0	-2.2	6.6	9.7	1.7
CCOC(=O)N1CCN(C(=O)c2cc3c(s2)-c2ccccc2OC3)CC1	7.0	2.5	-13.0	0.2	-1.3	-3.8	0.7	3.6	-3.1	-3.8
Cc1cc2cc(CNC(=S)Nc3ccc(OC(F)(F)F)cc3)ccc2[nH]1	2.7	1.9	7.5	16.6	13.5	-2.5	25.8	-4.8	-12.8	-1.3
COc1ccc(OC)c(S(=O)(=O)N2CCCC2C(=O)NC(C)c2ccccc2)c1 (stereo unspecified)	-7.6	1.9	2.8	-1.0	-1.4	-9.1	-2.5	0.7	2.6	-5.5
O=S1(=O)CC(O)C(N=Nc2c(O)n(Cc3ccccc3)c3ccccc23)C1 (stereo unspecified)	-1.6	-1.1	-1.1	-0.1	6.5	4.6	-0.1	-3.8	0.8	-4.5
CCCCC1NC(C(=O)O)CS1 (stereo unspecified)	5.6	6.3	4.6	-2.3	6.8	-1.5	-0.7	1.0	6.7	-1.8

Exported as a markdown table: 5 of the compounds above
| structure | TDP2 absorb | PRMT1 inh | NPR2 activator | HTRA1 inh | SIAE primary | TCR-CD3 inh | rCAG binder | MBD2 inh | mABHD4 FP | LEDGF integ inh |
| --- | --- | --- | --- | --- | --- | --- | --- | --- | --- | --- |
| O=C(Nc1nc(-c2cccs2)cs1)c1cccc(S(=O)(=O)N2CCCCC2)c1 | -1.9 | -1.2 | 4.7 | -61.2 | -88.6 | -6.1 | 15.0 | -1.9 | -92.2 | 3.8 |
| CCOC(=O)N1CCN(C(=O)c2cc3c(s2)-c2ccccc2OC3)CC1 | 7.0 | 2.5 | -13.0 | 0.2 | -1.3 | -3.8 | 0.7 | 3.6 | -3.1 | -3.8 |
| Cc1noc(C)c1C(=O)NNc1cc(Cl)ccc1Cl | 6.5 | 8.4 | -0.6 | -0.8 | 4.8 | 0.1 | -1.4 | -7.4 | 1.1 | -2.9 |
| O=S1(=O)CC(O)C(N=Nc2c(O)n(Cc3ccccc3)c3ccccc23)C1 (stereo unspecified) | -1.6 | -1.1 | -1.1 | -0.1 | 6.5 | 4.6 | -0.1 | -3.8 | 0.8 | -4.5 |
| CCCCC1NC(C(=O)O)CS1 (stereo unspecified) | 5.6 | 6.3 | 4.6 | -2.3 | 6.8 | -1.5 | -0.7 | 1.0 | 6.7 | -1.8 |
